PI5P4Ka inh: blocks human PI5P4K alpha kinase activity. P48426. 1.2% of 330,000 active. PI5P4Kalpha enzyme, ADP-Glo luminescence, 60 min; stronger effect = lower value. max response, %; active means max response of -50% or lower; inconclusive means between -30% and -50%; inactive means -30% or higher; further: value at the top dose of about 77 µM; on the % scale 0 is the no-effect control and ±100 the full control effect
Target sequence (P48426 whole entry, looked up): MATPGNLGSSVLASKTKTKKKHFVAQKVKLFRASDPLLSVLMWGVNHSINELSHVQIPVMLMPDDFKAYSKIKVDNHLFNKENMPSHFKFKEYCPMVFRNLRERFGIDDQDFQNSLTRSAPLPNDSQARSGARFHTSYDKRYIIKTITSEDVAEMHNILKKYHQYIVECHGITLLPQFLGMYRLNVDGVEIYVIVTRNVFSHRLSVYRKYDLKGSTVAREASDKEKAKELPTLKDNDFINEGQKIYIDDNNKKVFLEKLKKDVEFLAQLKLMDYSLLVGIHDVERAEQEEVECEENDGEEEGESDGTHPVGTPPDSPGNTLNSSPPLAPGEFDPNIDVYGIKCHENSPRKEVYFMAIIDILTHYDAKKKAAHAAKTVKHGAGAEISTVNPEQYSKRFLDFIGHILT
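ADP-Glo luminescence end-point read after a 60 min room-temperature kinase reaction of PI5P4Kalpha plus substrate, initiated with ATP at 5 microM final. Buffer: 0.038 M HEPES pH 7.4, EGTA, 0.1% CHAPS, 5% DMSO.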
WRN inhibitor: WRN helicase (human) inhibition | Q14191 | WRN helicase unwinding, fluorescent forked duplex, kinetic | Potency, µM (titrated, usually from 114 µM), for the others: top-dose activity change, negative = inhibition, usual class: inhibitors | 0.46% of 360,000 active | AID 651768; further: potency means the concentration at half of the fitted maximal effect; on the % scale 0 is the no-effect control and ±100 the full control effect; nearly all actives have a fitted effect of over 55% in size
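Screening of the MLSMR collection measured strand separation of a quenched forked DNA duplex (100 nM) by 20 nM WRN with 2 mM ATP, all final. Compounds were preincubated with enzyme 15 min at room temperature.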
PLK1 PBD inh: PLK1 (human) polo-box domain binding inhibition | P53350 | Plk1 PBD binding of FITC phosphopeptide, fluorescence polarization | Potency, µM, for the others: max response, negative = inhibition, actives largely listed as inhibitors | 2.8% of 360,000 active | AID 720504; further: potency means the concentration at half of the fitted maximal effect; series mostly up to about 57 µM; on the % scale 0 is the no-effect control and ±100 the full control effect; nearly all actives have a fitted effect of over 65% in size
Target sequence (P53350 whole entry, looked up, the tested form may be a part): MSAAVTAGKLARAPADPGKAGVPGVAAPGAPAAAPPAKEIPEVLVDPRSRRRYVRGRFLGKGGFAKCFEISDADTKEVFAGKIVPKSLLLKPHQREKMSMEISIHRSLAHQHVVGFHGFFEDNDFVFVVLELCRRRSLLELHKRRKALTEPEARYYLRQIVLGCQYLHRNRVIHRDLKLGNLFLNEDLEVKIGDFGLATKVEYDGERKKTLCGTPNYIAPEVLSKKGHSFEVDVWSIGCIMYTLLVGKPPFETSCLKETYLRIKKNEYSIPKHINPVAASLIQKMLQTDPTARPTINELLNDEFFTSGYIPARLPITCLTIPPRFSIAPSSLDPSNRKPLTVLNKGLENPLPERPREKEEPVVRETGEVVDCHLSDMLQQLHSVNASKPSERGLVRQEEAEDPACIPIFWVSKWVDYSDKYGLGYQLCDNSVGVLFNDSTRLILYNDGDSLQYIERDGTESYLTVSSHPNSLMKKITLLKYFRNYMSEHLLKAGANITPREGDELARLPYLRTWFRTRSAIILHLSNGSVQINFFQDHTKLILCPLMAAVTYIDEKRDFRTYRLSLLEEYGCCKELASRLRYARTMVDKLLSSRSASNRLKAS
EPAC1 agonist: EPAC1 (human) agonism | O95398 | EPAC1 agonist qHTS, biochemical assay; response scale: 100% = response to 6.5 mM cAMP | Potency, µM (highest dose often 154 µM), inactives show at the top dose activation, most hits filed as activators | 0.073% of 360,000 active | AID 720707; further: potency means the concentration at half of the fitted maximal effect; nearly all actives have a fitted effect of over 60% in size
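Read-out is the fluorescence drop as BODIPY-GDP leaves Rap1B (480 nm excitation, 540 nm emission), recorded every 5 minutes over 30 minutes. Reactions held 100 nM EPAC1, 250 nM Rap1B–BODIPY-GDP and 50 uM GDP, with 6.5 mM cAMP setting full activation.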
CCT modulator: cytosolic chaperonin activity modulation. purified chaperonin ATPase assay, HTRF ADP detection, 30 min. activity change, % (no concentration beside the values), hits read low. 0.3% of 360,000 active. AID 651819; in the data active means activity change below about -30%; further: on the % scale 0 is the no-effect control and ±100 the full control effect
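ATPase activity: ADP formed was measured by HTRF Transcreener (665/615 nm ratio) after 30 min at 37 deg C with 10 uM ATP. Compounds screened at one 76 uM concentration against 40 or 20 nM TRiC in Tris pH 7.4/KCl/MgCl2/DTT buffer.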
IL2 activator: activates IL-2 in a cell-based reporter assay. 0.065% of 360,000 active. activation, % (series mostly up to about 46 µM). IL-2 activation reporter assay, cell-based qHTS; stimulated with anti-CD3/CD4/CD28 beads; in transgenic mouse T cells; in the data active means activation above about 50%; inconclusive means mostly about 30% to 49%; further: 0% is about no effect
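First, unstimulated transgenic mouse T cells were exposed to compound for 60 min. Next, anti-CD3/anti-CD4-coated beads with anti-CD28 were added. Finally, after 18 h at 37 degrees C, EGFP and DsRed were imaged.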
EPAC2 ag: agonists of human EPAC2 (RAPGEF4); Q8WZA2; Potency, µM (doses to about 154 µM), for inactives: at the highest dose activation, usual class: activators; AID 720711; 0.079% of 360,000 active; EPAC2 activation, biochemical qHTS; response scale: 100% = 6.5 mM cAMP response; further: potency means the concentration at half of the fitted maximal effect; nearly all actives have a fitted effect of over 50% in size
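EPAC2 (100 nM) mixed with Rap1B loaded with BODIPY-GDP (250 nM) plus 50 uM unlabeled GDP; compounds pinned in, 5 min RT, then read every 5 min for 30 min (ex 480, em 540 nm). Normalized to cAMP control.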
EPAC1 antag: EPAC1 (human) antagonism; 0.14% of 360,000 active; Potency, µM (series often up to 115 µM), for the others: at the top dose activity change, negative = inhibition, hits mostly inhibitors; EPAC1 GEF assay, Rap1b-BODIPY-GDP exchange fluorescence; AID 720709;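 further: potency means the concentration at half of the fitted maximal effect; plate controls were vehicle for no effect and positive control for full effect; nearly all actives have a fitted effect of over 50% in size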
* hit, by the source's call; ? = inconclusive; . = no result given; [ ] = another dose, or the depositor's remark. Unless noted, the call rests on the fitted dose curve; in most records, active means well fitted curve in the direction sought with a large enough effect; inconclusive means small, poorly fitted or top-dose-only effect, or another doubt; inactive means no such curve, though single readings can be large; an effect the other way counts as inactive or inconclusive. This is a subset. The share of hits here may be higher or lower than overall.

SMILES	PI5P4Ka inh	WRN inhibitor	PLK1 PBD inh	EPAC1 agonist	CCT modulator	IL2 activator	EPAC2 ag	EPAC1 antag
c1ccc(COc2ncnc3c2ncn3CCCNCCN2CCOCC2)cc1	-4	-5%	-8%	5%	-2.9	0.4	2%	-4%
O=C(O)c1[nH]c2ccc([N+](=O)[O-])cc2c1-c1ccccc1	?	-12%	?	-4%	-3.9	-0.8	4%	-20%
CCOc1ccc(N2C(=O)CC(N3CCC(O)(c4ccc(Br)cc4)CC3)C2=O)cc1 (stereo unspecified)	-3	-2%	1%	-7%	-17	2.3	-18%	-13%
CC[C@@H](C)[C@@H]1CN([C@@H](C)CN2CCC[C@H]2CN2C(N)=NC[C@@H]2Cc2ccccc2)C(=N)N1CCc1ccc(Cl)c(Cl)c1	-13	-13%	-12%	2%	0.3	-0.2	11%	-13%
Cc1nc2ccccc2n2c(-c3ccccc3)c3c(=O)n(C)c(=O)n(C)c3c12	-7	-10%	0%	0%	0.4	4.0	-4%	-10%
CC(CCc1ccccc1)NC(=O)CNC(=O)c1cccs1 (stereo unspecified)	-4	2%	1%	-1%	1.8	-1.8	-3%	-19%
CCCCNC(=O)C1(C)CCCCN1C(=O)c1c(C)noc1C (stereo unspecified)	0	0%	-6%	4%	-1.1	0.8	11%	4%
C#Cc1ccc([C@@H]2C=C(C(=O)Nc3ccccc3)O[C@H](OCC)[C@H]2CCCO)cc1	-3	-5%	-6%	-1%	0.2	-4.2	4%	-23%
COc1ccc(/C=C/C(=O)c2ccc3c4c(cccc24)CC3)cc1	1	-23%	-4%	18%	-5.9	-6.3	6%	10%
COC(=O)c1ccc(C2SCC(=O)N2Cc2ccccc2)cc1 (stereo unspecified)	3	-7%	-3%	3%	-0.1	0.2	4%	0%
Cn1c(-c2ccc(F)cc2)cnc1NCc1ccc(F)cc1F	3	-1%	-6%	3%	0.9	0.5	7%	-30%
OC(CNCc1cccc(Br)c1)c1ccccc1 (stereo unspecified)	5	2%	-12%	3%	-3.0	-0.2	5%	-1%
CCOc1ccc(NC(=O)COc2ccc(N3CC(C(N)=O)CC3=O)cc2)cc1 (stereo unspecified)	-19	0%	-17%	-14%	-0.1	1.9	1%	?
CC1=C(C(=O)N(C)C)CC(CC(=O)NC2CCCCC2)C(=O)N1CCCN1CCCC1=O (stereo unspecified)	7	-1%	-5%	8%	0.5	0.0	7%	-16%
CCCCn1c(N)c(N(CC)C(=O)CSc2nnnn2-c2cc(C)ccc2C)c(=O)[nH]c1=O	4	6%	-5%	-6%	-0.7	0.2	8%	-3%
Cc1ccc(CNC(=O)CCS(=O)(=O)c2cccc3nonc23)cc1	.	-3%	-16%	12%	-4.2	0.6	3%	4%
COc1cc(/C=N/NC(=O)c2cccnc2)cc(Br)c1O	-7	8%	-13%	8%	-1.7	0.7	4%	-13%
O=C(NCCN1CCN(C(=O)c2cccc([N+](=O)[O-])c2)CC1)C(=O)NCc1ccc(Cl)cc1	2	-1%	3%	-11%	0.8	-0.9	0%	-2%
COc1ccc(S(=O)(=O)n2cccc2)cc1OC	9	-2%	-8%	1%	-6.2	-0.7	1%	-13%
C/C=C/C=C/C(=O)Nc1nccs1	-15	-15%[57.1 µM]	-3%	-5%	-1.5	0.3	-3%	25%
COc1ccc(CN2C(=O)c3ccccc3C(/C=N\OCc3ccc(F)cc3)C2=O)cc1 (stereo unspecified)	-10	-8%	-11%	11%	-0.1	0.8	12%	-3%
CCCCNS(=O)(=O)/C=C/c1ccccc1	9	1%	-4%	-5%	-2.5	-0.9	-5%	0%
OC[C@@H]1CN(Cc2cccs2)C[C@H](n2cnc3c(N4CCCC4)ncnc32)O1	5	-8%	4%	6%	-1.2	-0.3	5%	12%
CN1C(=O)CC(N2CCN(C(=O)c3ccccc3)CC2)C1=O (stereo unspecified)	1	12%	-10%	3%	-0.9	-1.8	5%	-17%
CCOC(=O)c1c(NC(N)=O)nc2n1CCC2	1	-7%	-17%	4%	-2.7	1.3	10%	?
COc1c(O)cccc1/C=N/NC(=O)Cn1ccnc1C	-1	1%	11%	0%	0.9	0.9	1%	-3%
Cc1cnc(NC(=O)CN2C(=O)C3CC=CCC3C2=O)s1 (stereo unspecified)	-2	4%	-7%	5%	-2.6	-3.9	9%	-5%
O=C(CCc1nc(-c2ccccc2Cl)no1)NCC1CCCO1 (stereo unspecified)	0	0%	-11%	18%	-1.5	-0.9	3%	5%
Cn1cccc1CC(=O)N/N=C/C(Cl)=C/c1ccccc1	?	-23%	-3%	-9%	-2.6	-0.8	-23%	1%
CC(O)C(NS(=O)(=O)c1ccc(Cl)cc1)C(=O)OCCOc1ccc(F)cc1 (stereo unspecified)	2	-1%	-3%	10%	0.3	0.0	8%	-11%
COc1ccc2[nH]c3c(c2c1)CCN1C(=O)C(CC(=O)NCC24CC5CC(CC(C5)C2)C4)C[C@H](C(=O)N(C(C)C)C(C)C)[C@@]31C (stereo partly specified)	1	-11%	0%	-19%	-3.6	-0.7	1%	-20%
CCOC(=O)c1ccc2c(c1)nc(-c1ccc(F)cc1)c1nccn12	4	-1%	-6%	-2%	1.2	0.5	-1%	-4%
COc1cc(N)c(Cl)cc1C(=O)OCC(=O)Nc1ccc(N2CCOCC2)cc1	3	-10%	-20%	-1%	-0.9	0.2	4%	-4%
O=C(NC1CCCCC1)C(c1ccncc1)N(Cc1ccc2c(c1)OCO2)C(=O)c1cnsn1 (stereo unspecified)	3	-6%	-4%	-1%	1.7	-0.5	-4%	8%
CC(OC(=O)c1ccc2c(c1)S(=O)(=O)c1ccccc1C2=O)C(N)=O (stereo unspecified)	0	3%[57.1 µM]	-1%	-4%	0.0	-0.6	10%	-14%
COc1cc(CN(C)CC2CCCN(CCc3ccc(F)cc3)C2)c(Cl)cc1O (stereo unspecified)	9	-10%	-14%	-6%	-6.5	-0.8	3%	-15%

Just EPAC2 ag, for some of the entries so far:
SMILES	EPAC2 ag
O=C(CCc1nc(-c2ccccc2Cl)no1)NCC1CCCO1 (stereo unspecified)	3%
Cn1cccc1CC(=O)N/N=C/C(Cl)=C/c1ccccc1	-23%
CC(O)C(NS(=O)(=O)c1ccc(Cl)cc1)C(=O)OCCOc1ccc(F)cc1 (stereo unspecified)	8%
COc1ccc2[nH]c3c(c2c1)CCN1C(=O)C(CC(=O)NCC24CC5CC(CC(C5)C2)C4)C[C@H](C(=O)N(C(C)C)C(C)C)[C@@]31C (stereo partly specified)	1%
CCOC(=O)c1ccc2c(c1)nc(-c1ccc(F)cc1)c1nccn12	-1%

Other results:
SMILES	PI5P4Ka inh	WRN inhibitor	PLK1 PBD inh	EPAC1 agonist	CCT modulator	IL2 activator	EPAC2 ag	EPAC1 antag
COc1ccc(NC(=O)CSc2nnc(-c3ccco3)c(-c3ccco3)n2)cc1OC	-52*	-27%	?	-9%	-1.3	-4.0	20%	-21%
COCc1ccc(-c2c(-c3ccc(OC)cc3)oc(=O)c3cc(OC)c(OC)cc23)cc1	4	-5%	0%	-5%	1.8	1.6	14%	-8%
c1csc(-c2nc(-c3ccc(-c4ccon4)s3)no2)c1	2	9%	-2%	19%	-1.2	-0.3	6%	-27%
Fc1ccc(C(Nc2ccccn2)c2c[nH]c3ccccc23)cc1 (stereo unspecified)	9	-18%	8.4µM*	10%	-1.1	-0.4	2%	-15%
Nc1c(C(=O)NCc2ccco2)c2nc3ccccc3nc2n1CCc1ccccc1F	-13	-2%	-10%	12%	0.5	-4.0	-10%	2%
O=C(CSc1nnc2n(C3CCCCC3)c(=O)c3ccccc3n12)OC1CCCCC1	.	2%	-3%	-4%	0.0	-0.3	-8%	2%
Cc1cc(C)cc(OCc2ccc(C(=O)N3N=C(C(F)F)CC3(O)C(F)F)o2)c1 (stereo unspecified)	28	-5%	-9%	8%	-1.6	0.2	1%	?
CCCCCc1nnc(NC(=O)OCCC)s1	0	-17%	-1%	-1%	-0.2	-1.6	7%	-9%
O=C(Nc1ccc2c(c1)OCCO2)C(CCc1ccccc1)N1CCC(Cc2ccccc2)CC1 (stereo unspecified)	16	-6%	-6%	6%	-0.3	-0.4	10%	-28%
C=CC[C@@H](CC(=O)N(CCO)Cc1ccccc1)C(=O)N[C@H](COC(=O)[C@@H](CC=C)Cc1ccc(F)cc1)Cc1ccccc1	11	-11%	-8%	-12%	0.1	-0.4	-3%	-11%
O=C(Cc1cccc(NC(=O)C2CCCN(C(=O)C3CCCC3)C2)c1)Nc1cccc(C(=O)N2CCCCC2)c1 (stereo unspecified)	-3	-7%	-4%	2%	2.0	1.6	6%	2%
O=C(CN1C(=O)/C(=C/c2ccccc2F)Sc2ccccc21)N1CCN(c2ccccn2)CC1	-6	4%	-19%	2%	-1.1	-3.2	2%	-6%
O=C(NC1CCCCC1)C(c1ccccn1)N(C(=O)c1csnn1)c1ccccc1 (stereo unspecified)	3	7%	3%	7%	-9.8	-0.5	6%	13%
CCOC(=O)c1cc(NC(=O)CN2CCCC2)cc(C(=O)OCC)c1	0	19%	-8%	5%	-1.1	-0.2	5%	45%[activator]
Cc1noc(C)c1-c1nc(CSc2ccc(Cl)cc2)no1	7	-6%	-2%	-14%	-1.1	-4.0	13%	?
Cc1ccc(-n2nnnc2SCC(=O)Nc2sc(C)c(C)c2C#N)cc1C	.	-9%	-11%	7%	-0.1	-1.0	3%	2%
CC(=O)c1ccc(N(C(=O)Cn2nnc(-c3ccccc3)n2)C(C(=O)NC2CCCCC2)c2ccccn2)cc1 (stereo unspecified)	10	-4%	-11%	7%	-2.8	0.0	-7%	11%
CCC1(CC)C(=O)N(C)C(=O)NC1=NCc1ccccc1	-1	3%	-4%	8%	-4.1	-1.4	4%	-3%
Cc1c2cnccc2c(C)c2c1oc1ccccc12	16	5%[11.6 µM]	0%	3%	0.6	-5.8	-9%	-10%
CC1CC(C)CN(S(=O)(=O)c2ccc(C(=O)OCC(=O)Nc3ccccc3)cc2)C1 (stereo unspecified)	3	2%	-7%	17%	-0.9	2.1	-1%	3%
Cn1nc(C(=O)NCc2ccco2)c2ccccc2c1=O	0	-1%	-13%	3%	-8.7	1.7	7%	7%
COc1ccc(Br)cc1S(=O)(=O)N1CCCc2ccccc21	-3	3%	-8%	-3%	-1.3	0.1	11%	-2%

Screening data: PubChem BioAssay, National Center for Advancing Translational Sciences (NCATS)
